SENP1 inh – inhibitors of human SENP1 SUMO protease catalytic domain | AID 624204 | inhibition, % at 10 µM | 360,000 compounds, 0.21% hits | recombinant SENP1 catalytic domain, CyPet-SUMO1-YPet FRET cleavage;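 active means inhibition at least 30% at 10 µM, raw YFP signal under a set limit, fluorescence ratio 0.5 to 1.5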;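 further: 0% = enzyme with DMSO and 100% = no enzyme wells; some results filed as inactive read as strong as hits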
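Test system: hSENP1 catalytic domain, recombinant; Amount: 20 pM final SENP1 enzyme; Medium: Tris pH 8 buffer plus EDTA, NaCl, BME, BSA, NP40, catalase; Schedule: 50 min enzyme reaction, room temperature, light-protected; Technique: FRET fluorescence in CFP and YFP emission channels; Controls: no-enzyme wells low, DMSO-plus-enzyme wells high control.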
SENP7 inh – inhibitors of human SENP7 protease; recombinant SENP7, Z-RLRGG-aminoluciferin luminescence, 40 min; Q9BQF6; 330,000 compounds, 1.5% hits; inhibition, % at 5 µM;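 active means inhibition above about 50% at the single test dose, limit read from the data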;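 further: plate controls were DMSO with enzyme for no effect and no enzyme buffer wells for full effect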
SENP8 block-1 – inhibitors of human SENP8 protease; recombinant SENP8, Nedd8 substrate fluorescence; inhibition, % at 20 µM; 360,000 compounds, 0.64% hits; AID 602440; in the data active means inhibition mostly above about 40%, no sharp cut-off; inactive means mostly below about 27%
Target sequence (Q96LD8 whole entry, looked up): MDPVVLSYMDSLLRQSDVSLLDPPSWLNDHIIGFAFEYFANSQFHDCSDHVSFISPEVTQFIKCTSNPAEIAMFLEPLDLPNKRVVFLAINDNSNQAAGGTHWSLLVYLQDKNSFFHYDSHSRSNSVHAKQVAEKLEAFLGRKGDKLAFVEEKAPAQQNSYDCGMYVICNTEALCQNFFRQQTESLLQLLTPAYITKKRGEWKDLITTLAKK
HKDC1 inhibitor – HKDC1 (human) hexokinase inhibition. Q2TB90. recombinant HKDC1, G6PDH/diaphorase resazurin coupled fluorescence. inhibition, % at 20 µM. 340,000 compounds, 0.16% hits;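 active means inhibition above about 35% when tested at 20 µM, limit read from the data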;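 further: plate controls were DMSO wells with enzyme for no effect and DMSO wells lacking enzyme for full effect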
Target sequence (Q2TB90 whole entry, looked up): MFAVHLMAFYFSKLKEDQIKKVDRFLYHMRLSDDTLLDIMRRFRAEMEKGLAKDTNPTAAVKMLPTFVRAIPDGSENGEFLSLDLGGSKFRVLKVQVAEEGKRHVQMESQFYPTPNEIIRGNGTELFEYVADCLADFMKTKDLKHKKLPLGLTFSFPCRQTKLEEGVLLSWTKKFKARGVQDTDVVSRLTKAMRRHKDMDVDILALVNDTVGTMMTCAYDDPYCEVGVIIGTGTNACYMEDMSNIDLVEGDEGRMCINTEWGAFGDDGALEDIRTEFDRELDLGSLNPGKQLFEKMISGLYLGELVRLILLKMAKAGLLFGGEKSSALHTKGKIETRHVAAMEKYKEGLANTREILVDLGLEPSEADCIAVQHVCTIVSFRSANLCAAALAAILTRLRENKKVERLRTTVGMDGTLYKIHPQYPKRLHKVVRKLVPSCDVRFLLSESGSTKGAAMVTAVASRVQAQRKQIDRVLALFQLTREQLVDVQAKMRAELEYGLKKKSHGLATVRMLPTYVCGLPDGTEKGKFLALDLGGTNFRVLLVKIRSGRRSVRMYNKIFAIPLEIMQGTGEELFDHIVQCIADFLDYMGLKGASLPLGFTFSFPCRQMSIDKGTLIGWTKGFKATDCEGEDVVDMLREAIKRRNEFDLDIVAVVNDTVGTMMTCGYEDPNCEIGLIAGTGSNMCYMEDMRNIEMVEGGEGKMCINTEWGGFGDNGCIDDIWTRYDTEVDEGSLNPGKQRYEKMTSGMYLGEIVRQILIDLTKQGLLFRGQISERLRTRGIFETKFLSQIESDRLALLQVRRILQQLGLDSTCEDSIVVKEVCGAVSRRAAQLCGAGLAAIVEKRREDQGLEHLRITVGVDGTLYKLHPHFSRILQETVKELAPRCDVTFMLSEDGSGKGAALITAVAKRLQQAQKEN
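Material – in-house recombinant HK5 (HKDC1) enzyme · Quantity – HKDC1 at 5 µg/mL · Buffer or medium – pH 8.0 Tris buffer with 10 mM MgCl2 · Reagent – glucose with 1 mM ATP · Dosing – single 20 µM dose · Times – reaction time 90 min, room temperature, protected from light · Technique – resorufin fluorescence at 613 nm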
SENP6 block – inhibitors of human SENP6 protease | Recombinant SENP6 catalytic domain, aminoluciferin luminescence | inhibition, % at 10 µM | 330,000 compounds, 1.8% hits;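 active means inhibition above about 50% at the single tested dose, limit read from the data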;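 further: plate controls were DMSO wells with enzyme for no effect and DMSO wells lacking enzyme for full effect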
PfGluPho inh – PfG6PD (Plasmodium falciparum) enzyme inhibition; PfGluPho enzyme, NADPH resazurin-diaphorase fluorescence; inhibition, % at 20 µM; 350,000 compounds, 0.78% hits; AID 504690;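 active means inhibition reaching at least a set limit at 20 µM in the primary screen, cut at about 59% in these data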;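 further: 0% = DMSO wells with substrate and 100% = DMSO wells lacking glucose-6-phosphate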
Apaf1 inhib – inhibitors of human Apaf-1 apoptosome; reconstituted apoptosome caspase-3 activity, DEVD-Rh110 fluorescence; inhibition, % at 20 µM; 330,000 compounds, 0.71% hits; O14727; AID 489030; active means inhibition of at least 40% at 20 µM;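 further: plate controls were DMSO wells for no effect and DEVD-CHO caspase inhibitor wells for full effect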
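Assay system – apoptosome proteins · Medium – Hepes buffer, pH 7.5 · Also added – cytochrome c with DEVD-Rh110 · Timing – 30 min compound preincubation, 50 min activation, room temperature · Detection – Rh110 fluorescence, excitation 480 nm, emission 540 nm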
SENP8 block-2 – inhibitors of human SENP8 protease; Q96LD8; purified SENP8, Z-RLRGG-aminoluciferin cleavage, luminescence; inhibition, % at 10 µM; 330,000 compounds, 1.2% hits; AID 2540; in the data active means inhibition above about 50%
Numbers without * were called inactive; i = inactive; x = no result given. Hits appear at their usual frequency; 3.6% or so of the library scored in one or more.

| SMILES | SENP1 inh | SENP7 inh | SENP8 block-1 | HKDC1 inhibitor | SENP6 block | PfGluPho inh | Apaf1 inhib | SENP8 block-2 |
| --- | --- | --- | --- | --- | --- | --- | --- | --- |
| Cc1cc(NC(=O)c2ccccc2)n(-c2ccccc2)n1 | 0.1 | 4.2 | 10.7 | -6.8 | -9.5 | 7.2 | -11.6 | 0.9 |
| Cn1c(=O)c2c(nc(NNC(=O)C(F)(F)F)n2C)n(C)c1=O | 2.1 | -2.3 | 36.0 | -7.4 | -20.5 | 11.9 | -1.9 | -9.5 |
| C=CCN(C(=O)Cc1cccs1)c1nc(-c2ccc(S(C)(=O)=O)cc2)cs1 | -106.9 | -2.4 | -37.9 | -0.2 | 24.0 | 17.9 | 20.0 | 5.3 |
| CC1Sc2ccc(C(=O)Nc3ccccc3OC(F)F)cc2NC1=O (stereo not drawn) | 5.5 | 2.7 | 6.9 | 4.5 | 9.6 | 7.1 | 8.8 | -13.4 |
| Cc1ccc2c(c1)N(CC(=O)N1CCCCCC1)C(=O)c1cccnc1O2 | 0.6 | -4.6 | 13.0 | -6.7 | -10.5 | 1.4 | 10.4 | -3.3 |
| CC1CCN(C(=O)COC(=O)c2cccc(NS(=O)(=O)c3ccccc3)c2)CC1 | 2.3 | -2.9 | -3.0 | -4.2 | -8.1 | -3.2 | 2.9 | -2.3 |
| O=C(CSc1nnc(SCc2ccccc2)s1)N/N=C/c1c[nH]c2ccccc12 | 0.1 | x | 24.2 | -2.8 | x | 23.8 | x | x |
| Cc1ccc(NC(=O)COC(=O)CNC(=O)c2ccc(C)s2)cc1 | 3.3 | -5.4 | 4.8 | -5.2 | -11.1 | -9.6 | 3.8 | -8.3 |

Just HKDC1 inhibitor, Apaf1 inhib and SENP7 inh, for 2 of the compounds above:
SMILES | HKDC1 inhibitor | Apaf1 inhib | SENP7 inh
Cc1ccc(NC(=O)COC(=O)CNC(=O)c2ccc(C)s2)cc1 | -5.2 | 3.8 | -5.4
Cc1ccc2c(c1)N(CC(=O)N1CCCCCC1)C(=O)c1cccnc1O2 | -6.7 | 10.4 | -4.6

Next section
| SMILES | SENP1 inh | SENP7 inh | SENP8 block-1 | HKDC1 inhibitor | SENP6 block | PfGluPho inh | Apaf1 inhib | SENP8 block-2 |
| --- | --- | --- | --- | --- | --- | --- | --- | --- |
| N#Cc1ccccc1OCC(=O)NC1CCCCC1 | -2.3 | 6.9 | 6.2 | -7.5 | 22.5 | 7.7 | 3.4 | -3.7 |
| CCCc1nnc(NC(=O)CCC(=O)NCc2ccc(Cl)cc2Cl)s1 | 2.0 | 14.4 | 0.1 | -6.4 | -11.0 | -7.3 | -11.9 | -1.1 |
| CS(=O)(=O)Nc1ccccc1C(=O)O | 2.0 | 6.4 | -8.9 | 1.8 | -11.5 | -5.8 | 3.7 | -0.2 |
| O=c1c2c3c(sc2n(CCN2CCOCC2)c(=O)n1Cc1ccco1)CCCCC3 | -3.4 | 9.3 | 13.3 | 2.3 | -18.2 | -1.0 | 22.4 | -0.5 |
| CSc1ccc(CN(C)C(=O)COc2ccc(C(=O)c3ccccc3)cc2)cc1 | 0.0 | 4.9 | 19.1 | 1.8 | -7.6 | 3.0 | 25.8 | -8.5 |
| Cc1ccc(S(=O)(=O)NCCc2nnc(SCc3cccnc3)n2C)cc1 | -0.8 | 2.1 | 0.9 | -4.4 | -20.3 | 16.3 | 2.5 | -2.4 |
| Cc1nn(-c2ccccc2)c(N)c1N=Nc1cccc(S(=O)(=O)N2CCOCC2)c1 | -0.6 | 2.0 | 40.7* | -2.2 | 3.0 | 7.0 | 3.6 | 0.7 |
| O=c1[nH]c(CN2CCc3ccccc3C2)nc2ccccc12 | -31.6 | 18.2 | -13.7 | 8.3 | 47.8 | 10.2 | 64.7* | 18.0 |
| CN(CC1CCOCC1)C(=O)CC1C(=O)NCCN1Cc1ccc(Cl)c(F)c1 (stereo not drawn) | -7.5 | 0.3 | -29.8 | -5.5 | -4.8 | -0.6 | 4.0 | -4.0 |
| O=C1c2oc3ccccc3c(=O)c2C(c2ccc(O)cc2)N1c1nccs1 (stereo not drawn) | -1.1 | 1.1 | 8.2 | 4.1 | -4.6 | -12.3 | 6.7 | -6.6 |
| COc1ccccc1N1CCN(C(=O)c2n[nH]c3ccccc23)CC1 | 3.5 | 6.3 | -1.4 | -5.9 | -2.7 | -0.8 | 1.9 | 2.3 |
| COc1cc2cnncc2cc1OC | -1.7 | -4.1 | -1.8 | -3.6 | -15.7 | -4.3 | -3.4 | -4.1 |
| CCN(CC)C(=O)CSc1nnc(CCNC(=O)OC(C)(C)C)o1 | -1.0 | -1.4 | 11.3 | -4.9 | -15.4 | -6.7 | -5.8 | -4.4 |
| C/C=C/C(=O)OCC(=O)Nc1c(Cl)cccc1Cl | 3.4 | 0.2 | 6.3 | -0.2 | 2.2 | -0.8 | -3.8 | -4.0 |
| C=C1C(=O)[C@@]23[C@H](O)C[C@@H]4C(C)(C)CC[C@H](O)[C@]4(C)[C@@H]2C[C@H](O)[C@@H]1[C@H]3O | -1.3 | 8.0 | 14.9 | -4.6 | -14.7 | 2.6 | 7.8 | -3.3 |
| CCOC(=O)CSc1nc2c(c(=O)n(C)c(=O)n2C)n1CCCc1ccccc1 | 3.1 | x | 16.1 | 23.3 | x | 6.7 | x | x |
| Cc1ccc(CS(=O)(=O)CCC(=O)NCCCN2CCCC2=O)cc1 | -3.1 | -0.9 | 36.9 | 7.8 | 2.6 | -7.4 | 0.4 | 3.6 |
| O=C(c1ccc(Cl)c(S(=O)(=O)N2CCCCCC2)c1)N1CCN(c2ccccc2O)CC1 | 2.7 | 7.8 | 33.0 | -1.0 | 15.3 | 13.2 | 4.9 | 5.1 |
| Cc1cc(C)c(NC(=O)CSc2nnnn2-c2cccnc2)c(C)c1 | -0.4 | 0.4 | 7.7 | 3.4 | -10.8 | -2.6 | 2.7 | -6.1 |
| Nc1nonc1NC(=O)CSc1nc2ccccc2s1 | -2.4 | -1.8 | 3.2 | -0.7 | 2.3 | -7.8 | -20.6 | -7.7 |
| CC(C)(C)NC(=O)CCCCCCCC(=O)NC(C)(C)C | -0.2 | 8.2 | 9.2 | -5.5 | 2.7 | -6.8 | 5.2 | -6.7 |
| COc1ccccc1NS(=O)(=O)c1ccc(C(=O)NCC(c2ccccc2OC)N(C)C)cc1 (stereo not drawn) | 1.9 | -5.2 | 6.7 | -4.7 | 4.3 | -12.3 | 5.6 | 3.7 |
| Cc1c(CN(C)C)c2c(n1Cc1ccccc1)C(=O)c1ccc(Br)cc1-2 | 3.1 | -6.1 | 24.4 | -1.5 | -9.9 | -9.1 | 13.2 | -5.4 |
| CN1CCn2c1nc(N1CCCCC1)nc2=O | -0.3 | 3.0 | 9.0 | -4.2 | 8.4 | -12.2 | 10.1 | -0.5 |
| O=C(CN1CCC(NC(=O)c2cccc(F)c2)CC1)NCc1ccccc1F | 0.9 | -5.7 | 9.8 | -4.2 | 4.0 | -5.0 | -1.8 | -7.4 |
| COC(=O)C1CC(Cl)CN1c1ncc(C(F)(F)F)cc1Cl (stereo not drawn) | -0.1 | 7.1 | 1.8 | -8.4 | 9.1 | 2.5 | -3.7 | 2.7 |
| CN(C(=O)c1coc(=O)c2ccccc12)c1ccccc1Cl | 0.5 | -16.8 | 16.4 | -3.7 | -16.8 | 7.7 | 3.8 | -10.6 |
| Cc1nc2nc[nH]n2c(=O)c1NS(C)(=O)=O | 1.5 | 0.5 | 12.1 | -3.6 | -1.9 | -8.5 | -2.9 | 1.0 |
| CCOC(=O)C1(CCOc2ccccc2)CCN(Cc2cccc3c2OCO3)CC1 | -0.7 | -0.3 | -6.4 | 16.6 | 1.9 | -0.1 | 4.5 | -1.9 |
| O=C(Nc1ccc(NC(=O)C2CC2)nc1)c1ccccc1F | -15.3 | 3.8 | 6.0 | -5.5 | 7.3 | -12.0 | 4.5 | 2.1 |
| CC(=O)c1ccc(-c2c(C)cc3oc(=O)cc(-c4ccccc4)c3c2C)cc1 | -0.7 | 0.8 | -5.8 | -0.1 | x | 7.7 | 30.5 | x |
| N#CCn1c2ccccc2c2nc3ccccc3nc21 | -76.5 | 1.2 | -436.5 | -2.7 | 0.8 | 16.2 | -2.6 | -3.6 |
| COc1ccc(CCNC(=O)C2CCC(=O)N2S(=O)(=O)c2ccc(C)cc2)cc1 (stereo not drawn) | -0.7 | -1.3 | 5.7 | 1.0 | 4.0 | 9.7 | 2.8 | -6.6 |
| COc1cccc(S(=O)(=O)NCc2ccc3c(c2)OCO3)c1 | 0.8 | -3.4 | 8.4 | -10.9 | -8.7 | 4.0 | -8.7 | 0.0 |
| CCCCCCCCNS(=O)(=O)CCNCCc1ccccc1 | -1.3 | x | 4.7 | -3.0 | x | 6.7 | x | x |
| COc1ccc(/C=C2/SC(=O)N(CCNC(=O)C3CCCN3C(=O)c3cccs3)C2=O)cc1 (stereo not drawn) | 1.8 | 8.2 | -7.1 | 16.0 | 5.2 | 12.5 | 20.1 | 5.5 |
| CCOC(=O)c1ccc(NC(=O)C(=O)NCCc2ccc(OC)cc2)cc1 | 2.1 | -8.4 | 7.1 | 7.2 | -8.7 | -10.7 | 3.3 | 5.3 |
| CCCN1CCN(C(=O)c2noc3c2COc2ccc(C)cc2-3)CC1 | 1.6 | 10.7 | -109.9 | -0.6 | 40.3 | -8.3 | 4.5 | 29.3 |
| Cc1ccc(OCC(=O)n2cnnc2N)c(C)c1 | x | 2.6 | x | x | -10.2 | x | -8.5 | -2.0 |
| O=C(NC1C2CC3CC(C2)CC1C3)C1CCCCC1 (stereo not drawn) | 2.4 | -15.4 | 15.3 | 0.4 | -12.1 | 4.9 | 9.5 | -7.0 |
| c1ccc2c(c1)Cn1nc(Cc3nc4c(s3)CCCC4)nc1-2 | -1.6 | 3.1 | -0.4 | 2.2 | -4.3 | 1.5 | -6.4 | 0.8 |
| CC(C)Cc1ccc(C(=O)Nc2ccc(Cc3ccncc3)cc2)o1 | -0.2 | -0.2 | 4.7 | -0.7 | 4.0 | -5.5 | 13.5 | -4.1 |
| CSc1cccc(NC(=O)C2CCCN(S(=O)(=O)c3cnc[nH]3)C2)c1 (stereo not drawn) | 5.7 | x | 4.2 | -0.5 | x | -4.6 | x | x |
| CCc1ccc(N(C(=O)c2csnn2)C(C(=O)NC(C)(C)C)c2cccnc2)cc1 (stereo not drawn) | 0.2 | 4.1 | 2.6 | -13.0 | 5.9 | 5.2 | -13.8 | 1.7 |
| Cc1cc(C)cc(NC(=S)NCCCO)c1 | 1.8 | 2.7 | 13.0 | -7.6 | 6.0 | -15.9 | 3.7 | 1.4 |
| O=C(COC(=O)C1(c2ccc(F)cc2)CCCC1)N1CCc2ccccc21 | 1.0 | 6.4 | 16.1 | 2.1 | -9.7 | -4.3 | 22.0 | -6.1 |
| CCCCn1c(-c2ccc(Cl)c(Cl)c2)nc2cc3[nH]c(=O)c(C(C)C)nc3cc21 | -55.5 | -8.0 | i | 7.5 | -4.0 | 14.8 | 30.1 | -12.2 |
| COc1ccc(S(=O)(=O)Nc2nc3ccccc3s2)cc1 | 1.6 | -10.2 | 14.4 | -1.8 | 5.3 | -37.0 | -2.9 | -2.1 |
| C/C(=N\Nc1ccc2nncn2n1)c1ccco1 | -1.3 | -7.3 | 2.5 | 0.3 | -1.5 | 2.6 | -20.1 | -9.7 |
| CCCC(=O)Nc1ccccc1-c1nnn(CC(=O)Nc2ccc(OC)cc2)n1 | -1.6 | 7.9 | 22.2 | -7.0 | -11.1 | 3.3 | 8.7 | -0.1 |

From PubChem
